# AT treatment: potential ataxia-telangiectasia treatment | […] A-T fibroblasts, KAP-1 phosphorylation AlphaLISA; neocarzinostatin DNA damage 30 min before lysis | Potency, µM (titrated, usually from 57.5 µM), inactives show at the highest dose activation, hits mostly activators | 320,000 tested, 0.19% active | AID 485349; also: potency is read from the fitted curve at half-maximal effect; % of control where 0% means no effect; nearly all actives have a fitted effect of over 45% in size
#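 hTERT-immortalized A-T patient fibroblasts ([…]), 500 cells/well in OPTI-MEM, 1% FBS, got compounds for 60 min, then NCS for 30 min at 37C. Lysates were then assayed for phospho-KAP-1 by AlphaLISA (anti-pKAP1 donor, anti-KAP1 acceptor beads), 6 hr at 25C.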
# KCNH2 WT inh: inhibitors of human wildtype KCNH2 potassium channel. Q12809. U2OS, BacMam KCNH2, thallium flux FluxOr; hits give low values. activity change, % at 1.84 µM. 340,000 tested, 0.37% active. AID 720551;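 active = maximum activity change below -70%; inconclusive = maximum activity change between -70% and -50%; inactive = maximum activity change above -50%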; also: % is scaled to controls: 0 for no effect and ±100 for the full control effect
#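 U2OS cells were transduced with wild-type KCNH2 virus (2.03 x 10^8 / mL) for 4 h at room temperature, then cultured overnight at 37 C. Thallium flux was read with FluxOr dye. Rate constants were normalized to DMSO controls.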
# BCR signal inh: inhibitors of chronic active B-cell receptor signaling; ABC-DLBCL IkBa-CBG/CBR reporter, luminescence ratio, 4 h; Potency, µM (top dose mostly 46.1 µM), inactives show top-dose ratio change, negative = lower green/red ratio, hits mostly inhibitors; 340,000 tested, 0.05% active; active = well fitted inhibition curve with a large enough effect in the signal ratio, with a control signal flat, not every such curve was filed as active; inconclusive = small, poorly fitted or top-dose-only effect, or effect the other way, or a change in a side signal; the % refers to the signal ratio;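 also: potency is read from the fitted curve at half-maximal effect; plate controls were basal doxycycline-induced cells for no effect and cells given 10 µM MG132 for full effect; MG132 reads +100%, hits lower the ratio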
#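 TMD8 human ABC-DLBCL cells with doxycycline-inducible IκBα–green luciferase fusion and unfused red luciferase, in 0.5% FBS medium; compounds up to 46 uM, 4 h at 37C. Green/red luminescence ratio, filter-overlap corrected, fitted to concentration-response curves.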
# Giardia killer: Giardia lamblia killing; AID 540267; Giardia lamblia trophozoite viability; activity change, % at 7.66 µM, hits read low; 340,000 tested, 0.15% active; in the data active = activity change below about -80%; inconclusive = between about -30% and that limit;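 also: parasites exposed to compound for two days anaerobically before the ATP read; % is scaled to controls: 0 for no effect and ±100 for the full control effect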
#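 Media and compound were dispensed first, then trophozoites at 100 cells/well; plates sat 48 hrs at 37 deg C without oxygen before ATP luminescence reagent was added and read after 15-30 min at room temperature.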
# CXXC DNA block: MLL CXXC-DNA interaction inhibition | Potency, µM (series often up to 115 µM), inactives show at the highest dose activity change, negative = inhibition, most hits filed as inhibitors | AID 2662 | 290,000 tested, 0.037% active | Q03164 | MLL-CXXC / FITC-HOXA9 DNA fluorescence polarization; active = well fitted inhibition curve with a large enough effect in the polarisation, with a control signal flat, not every such curve was filed as active; inconclusive = small, poorly fitted or top-dose-only effect, or effect the other way, or a change in a side signal; inactive = no such curve, though single readings can be large or run the other way; the % refers to the polarisation; also: potency is read from the fitted curve at half-maximal effect
#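 Fluorescence polarization: 7 uM MLL-CXXC (stock) preincubated 5 min with compounds, then 50 nM fluorescein-HOX-A9 DNA (stock) added; 30 min ambient. Buffer 50 mM Tris-HCl pH 7.5, 50 mM NaCl, 1 mM DTT, 0.05% BSA.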
# Tb PFK block: inhibitors of T. brucei phosphofructokinase; O15648; T. brucei PFK, ADP-Glo luminescence; Potency, µM (doses to about 57.5 µM), without a hit: at the highest dose activity, negative = inhibition, hits mostly inhibitors; 330,000 tested, 0.17% active; AID 485367;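 also: potency is read from the fitted curve at half-maximal effect; 0% = uninhibited 1x PFK enzyme wells and -100% = no-enzyme wells; nearly all actives have a fitted effect of over 60% in size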
#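 PFK 1.25 nM, F6P 0.5 mM, ATP 0.1 mM, 0.1 M TEA pH 8.0, 5 mM MgCl2, 0.01% Tween20, 0.1% BSA; 45 min RT. ADP-Glo readout. qHTS titration up to 57 uM; curves fitted, compounds curve-classed.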
# Coupling enz: inhibits coupling enzyme system, counter-screen for aldolase hits; AID 2472; 290,000 tested, 0.67% active; coupling enzyme system counterscreen, AmpLite Red fluorescence; activity change, negative = inhibition, % at 58.2 µM, hits read low; in the data active = activity change below about -30%; also: % is scaled to controls: 0 for no effect and ±100 for the full control effect
#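 Final compound at 57.5 uM, incubated 10 min at RT with coupling enzyme reagent (glyceraldehyde-3-phosphate), then 20 min with substrate and AmpLite Red detection. Fluorescence read at 525/598 nm; tests interference with the coupling assay, not aldolase inhibition.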
# TCR act: activators of T cell receptors. 330,000 tested, under 10 active. AID 504894. Potency, µM (doses to about 9.22 µM), for inactives: at the highest dose activation of IL-2 secretion, actives largely listed as activators. primary human leukocytes, anti-CD3, IL-2 HTRF, 48 h; also: % of control where 0% means no effect
#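 IL-2 release read by HTRF sandwich (Eu cryptate donor, d2 acceptor, 665 nm emission) after 48 hr exposure of primary human leukocytes to compound together with anti-CD3 beads in the absence of co-stimulatory signals.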
# TSHR antagonist: antagonists of human thyroid stimulating hormone receptor | P16473 | TSHR-expressing cells, TSH-stimulated cAMP HTRF, 2 h; hits give low values | 330,000 tested, 0.2% active | activity change, negative = inhibition, % at 11.5 µM | AID 504810;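 active = activity change below a set negative limit, meaning inhibition stronger than a set level, cut at about -70% in these data; inconclusive = activity change between two set negative limits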; also: % is scaled to controls: 0 for no effect and ±100 for the full control effect
# Target sequence (P16473 whole entry, looked up): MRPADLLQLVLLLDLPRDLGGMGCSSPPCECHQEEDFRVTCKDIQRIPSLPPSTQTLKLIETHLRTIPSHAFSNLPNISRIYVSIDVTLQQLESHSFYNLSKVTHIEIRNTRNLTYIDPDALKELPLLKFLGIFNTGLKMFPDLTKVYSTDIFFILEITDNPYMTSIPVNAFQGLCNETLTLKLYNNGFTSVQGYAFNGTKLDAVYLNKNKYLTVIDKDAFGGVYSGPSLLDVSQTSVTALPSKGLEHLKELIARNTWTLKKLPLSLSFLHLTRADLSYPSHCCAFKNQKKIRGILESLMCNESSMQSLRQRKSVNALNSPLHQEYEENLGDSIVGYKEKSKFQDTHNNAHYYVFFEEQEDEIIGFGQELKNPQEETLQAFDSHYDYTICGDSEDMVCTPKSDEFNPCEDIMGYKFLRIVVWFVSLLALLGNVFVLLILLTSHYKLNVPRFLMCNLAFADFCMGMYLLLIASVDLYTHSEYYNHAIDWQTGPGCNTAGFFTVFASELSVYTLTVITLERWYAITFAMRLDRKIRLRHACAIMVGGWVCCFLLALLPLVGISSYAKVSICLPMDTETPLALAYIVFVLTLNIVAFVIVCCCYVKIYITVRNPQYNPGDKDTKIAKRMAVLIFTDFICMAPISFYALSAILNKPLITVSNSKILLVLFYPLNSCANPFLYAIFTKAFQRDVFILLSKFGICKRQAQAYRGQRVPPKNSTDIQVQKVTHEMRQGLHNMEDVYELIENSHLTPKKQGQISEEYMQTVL
#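 Competitive HTRF cAMP read-out (cryptate anti-cAMP antibody, cAMP-d2; 30 min, room temperature) in freshly harvested TSHR cells. Compounds added before TSH at EC80 (4nM final), followed by 2 hours' incubation at 37 deg C.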
# GALK inh: blocks human galactokinase activity | Purified GALK, Kinase-Glo residual ATP luminescence | 270,000 tested, 0.007% active | Potency, µM (top dose mostly 57.5 µM), inactives show at the top dose activity change, negative = inhibition, most hits filed as inhibitors | P51570; also: potency is read from the fitted curve at half-maximal effect; % is scaled to controls: 0 for no effect and ±100 for the full control effect
#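 ATP-depletion format; final 35 uM ATP, 100 uM D-galactose, 5 nM enzyme; pH 8.0 HEPES/Mg2+ buffer; 60 min RT; luminescence read 10 min after detection reagent.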
# Numbers without * were called inactive; ? = inconclusive; . = not tested or not shown; [ ] = another dose, or the depositor's remark. Unless noted, calls follow the shape of the dose curve; as a rule, active = well fitted curve in the direction sought with a large enough effect; inconclusive = small, poorly fitted or top-dose-only effect, or another doubt; inactive = no such curve, though single readings can be large; an effect the other way counts as inactive or inconclusive.
# Fields: TSHR antagonist	GALK inh	KCNH2 WT inh	CXXC DNA block	Giardia killer	BCR signal inh	AT treatment	Coupling enz	TCR act	Tb PFK block
> COC(=O)c1ccc2c(=O)n(CC3CCCO3)c(SCC(=O)Nc3ccc(OC)cc3OC)nc2c1 (configuration not stated)
  18	0%	-11	-8%	1	-7%	10%	-1	-1%	-6%
> CCOC(=O)c1c(NC(=O)CSC(=S)N(C)C)sc(C)c1C
  -4	.	-5	1%	-4	?	4%	5	-7%	6%
> CCOc1ccc(-c2[nH]ncc2-c2ccc(Cl)cc2)c(O)c1
  5	-1%	-5	18%	10	-9%	3%	-1	2%	-1%
> CCOC(=O)c1ccc(N2C(=O)C=C(N3CCOCC3)C2=O)cc1
  -7	2%	.	12%	-1	3%	-4%	-2	-6%	-1%
> C/C(=N\NC(=O)c1ccc(CN2CCOCC2)cc1)c1ccc(NC(=O)c2ccccc2)cc1
  -3	-1%	2	-12%	3	?	5%	1	-4%	0%
> Cc1ccc(C(=O)N(CC(=O)Nc2ccc(Cl)c(Cl)c2)Cc2ccco2)cc1
  -13	1%	-3	6%	12	3%	2%	1	4%[46.1 µM]	0%
> CN(CC1CCCN(CCc2cccc(C(F)(F)F)c2)C1)C(=O)c1cc2ccccc2o1 (configuration not stated)
  5	.	-12	-5%	5	-7%	0%	1	6%	0%
> CCCCOC(=O)Nc1cccc(C(C)=O)c1
  3	-1%	-16	1%	-15	?	-1%	0	-5%	-3%
> N#CC1=C(N)OC2=C(CC/C2=C\c2ccccc2Cl)C1c1ccccc1Cl (configuration not stated)
  -9	-3%	-9	33%[activator]	10	?	8%	1	-3%[46.1 µM]	0%
> CC(Oc1cc2oc(=O)c3c(c2cc1Cl)CCC3)C(=O)NCCN1CCOCC1 (configuration not stated)
  -9	2%	8	13%	30[activator]	-3%	-2%	0	1%	3%
> COc1ccc(NC(=O)NN2CCN(C)CC2)cc1
  16	1%	12	-9%	11	2%	0%	3	7%	0%
> COc1ccc(NC(=O)CSc2nc(N)c3cc4c(nc3n2)CC(C)(C)OC4)cc1
  8	-1%	3	-6%	-7	-4%	-1%	-3	-5%	-1%
> CC(=O)NC1C(=O)Nc2c1cccc2C(F)(F)F (configuration not stated)
  8	-2%	3	-1%	2	1%	1%	-5	9%	2%
> C=CCNc1nc(-c2sc(NC(=O)CC)nc2C)cs1
  -14	0%	-10	-4%	-8	?	1%	1	6%[46.1 µM]	2%
> O=C(O)c1ccc2nc(-c3ccccc3)c(-c3ccccc3)nc2c1
  -17	-1%	2	0%	-3	?	-2%	12	-3%	-2%
> CCCC(C)NC(=O)c1ccccc1SC (configuration not stated)
  8	3%	-3	0%	17	1%	1%	3	9%	-21%
> Cc1c(O)ccc(C(=O)CN2CCN(c3ccccc3)CC2)c1O
  2	5%	6	0%	-1	5%	-3%	1	-5%	2%
> Cc1cc(C)nc(S/C=C/C(=O)c2ccc(F)cc2)n1
  -1	1%	.	-1%	.	?	10%	-1	.	0%
> COc1ccc(-c2cnnc(N/N=C/c3ccc(O)c(O)c3)n2)cc1
  -20	-3%	2	1%	17	-17%	2%	-2	-3%[46.1 µM]	-13%
> CCc1nc2ccc(C(=O)NCCc3ccc(OC)cc3)cc2nc1CC
  -5	-6%	3	1%	-16	8%	0%	.	-1%	-1%
> O=C(C(c1ccccc1)c1ccccc1)N1CCN(c2ccccn2)CC1
  7	4%	2	-5%	5	1%	3%	5	-4%	0%
> O=C(CCNc1cccc(Cl)c1)c1ccco1
  -12	-6%	-15	83%[activator]	-8	2%	5%	-2	.	-23%
> CC(C(=O)Nc1ccc2c(c1)OCCO2)c1ccc([N+](=O)[O-])cc1 (configuration not stated)
  -5	0%	-2	18%	5	-4%	-1%	1	2%[46.1 µM]	-4%
> COC(=O)CC1=C(C(=O)OC)C(c2cccs2)C(C#N)=C(N)O1 (configuration not stated)
  -6	3%	1	2%	-13	?	3%	-3	0%	-17%
> CCOC(=O)c1[nH]c(C)c(C(=O)OCC(=O)N2CCc3ccccc32)c1C
  -7	-1%	-6	-7%	15	?	1%	3	.	4%
> Oc1ccc(NC(=S)Nc2ccc(O)cc2)cc1
  2	0%	-4	-5%	11	-18%	5%	-23	-4%	-10%
> c1coc(-c2nn3c(-c4ccco4)nnc3s2)c1
  0	7%	4	-2%	7	7%	6%	14	0%	-26%
> CS(=O)(=O)N(CC(=O)N1CCOCC1)c1cc(Cl)ccc1Cl
  -4	3%	2	-10%	-1	-1%	-5%	3	-3%	0%
> CN1CCN(CCP(=O)(c2ccccc2)c2ccccc2)CC1
  -3	2%	6	7%	-3	?	0%	2	0%	0%
> C[C@@H]1COC(=O)[C@@H](Cc2ccc(F)cc2)C/C=C\C[C@H](CC(=O)N(CCO)Cc2ccccc2)C(=O)N1
  -5	.	-5	.	35[activator]	-7%	-2%	.	-2%	2%
> Cc1cc(NC(=O)c2cccc(F)c2)ncc1NC(=O)c1ccco1
  -10	5%	-12	-1%	4	?	8%	2	1%	-13%
> CCOC1=C/C(=C/c2c(N)n3nc(CC(=O)N4CCCCC4)sc3nc2=O)C=CC1=O
  1	1%	-13	?	-22	5%	-6%	8	6%	2%
> COc1ccccc1CN(C)C(=O)c1ccc2c(c1)NC(=O)CS2
  -9	-4%	5	10%	6	?	3%	1	-5%	0%
> N#CCSc1nnc(-c2ccccc2)c(-c2ccccc2)n1
  -14	0%	-18	6%	-1	0%	-5%	7	-9%	-3%
> N/C(=N\OC(=O)CSc1ccccc1)c1ccc([N+](=O)[O-])cc1
  -23	0%	-4	-7%	14	14%	6%	-1	-1%[46.1 µM]	-4%
> O=S(=O)(Nc1ccccc1)c1cccc2nsnc12
  8	5%	-3	12%	4	-2%	0%	2	-7%	?
> COCCN1CCN(C(=O)C2CCC(=O)N(Cc3ccccc3OC)C2)CC1 (configuration not stated)
  -4	1%	1	-7%	14	-3%	-7%	.	2%	11%
> COc1cc(C2C(C#N)=C(N)Oc3cc(C)n(CCN4CCOCC4)c(=O)c32)cc(OC)c1OC (configuration not stated)
  6	0%	-9	-2%	-4	?	-1%	-18	7%	-4%
> O=C(NCc1cccs1)C1CCC(CNS(=O)(=O)c2cccs2)CC1 (configuration not stated)
  10	4%	-1	-1%	-12	-11%	.	2	-2%	1%
> Cc1ccc(-n2c(C)nn(CCOc3ccccc3)c2=O)cc1
  2	6%	1	22%	3	3%	1%	2	-7%	-9%
> Cc1cc(Cl)ccc1OCCCC(=O)NCCN1C(=O)S/C(=C\c2cccnc2)C1=O
  -20	-4%	-4	?	-1	?	23%	6	1%[46.1 µM]	-3%
> Cc1ccccc1C(=O)c1c[nH]c(C(=O)NCC2CCCO2)c1 (configuration not stated)
  -4	-2%	-2	-5%	2	-10%	8%	2	3%	2%
> CC(C)Oc1ccc(CC(=O)NNC(=S)Nc2ccc(Br)cc2)cc1
  -8	.	-6	-9%	16	1%	-1%	1	3%	2%
> Cc1cc(C)c(S(=O)(=O)N2CCCC(C(=O)NCc3ccccn3)C2)c(C)c1 (configuration not stated)
  -2	-2%	-9	-5%	29	0%	5%	-2	0%	0%
> CCOc1ccc(C(C)=O)cc1N1C(=O)C2C3C=CC(C3=C(C)C)C2C1=O (configuration not stated)
  9	-3%	-3	-4%	-2	-3%	10%	4	5%	23%
> Cn1cc(CN2CCC(C(=O)N3CCCC3)CC2)c(-c2ccccc2F)n1
  4	2%	-4	-1%	-11	?	4%	3	1%	14%
> COc1ccc(NC(=S)NC(NC(=O)c2cccc(Cl)c2)C(Cl)(Cl)Cl)c([N+](=O)[O-])c1 (configuration not stated)
  -25	-4%	-6	-4%	2	?	-5%	-2	-4%	7%

# Sorted by value in BCR signal inh (largest number first): 3 of the compounds above.
structure,TSHR antagonist,GALK inh,CXXC DNA block,BCR signal inh,TCR act,Tb PFK block
CCc1nc2ccc(C(=O)NCCc3ccc(OC)cc3)cc2nc1CC,-5,-6%,1%,8%,-1%,-1%
Cc1cc(C)c(S(=O)(=O)N2CCCC(C(=O)NCc3ccccn3)C2)c(C)c1 (configuration not stated),-2,-2%,-5%,0%,0%,0%
Cc1ccccc1C(=O)c1c[nH]c(C(=O)NCC2CCCO2)c1 (configuration not stated),-4,-2%,-5%,-10%,3%,2%
